From PubChem BioAssay
ADAM17 inh: ADAM17 inhibition, QFRET primary screen; P78536; recombinant ADAM17, EDANS/DABCYL FRET peptide cleavage; inhibition, % at 6.95 µM; 0.83% of 370,000 active;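 active means inhibition above the mean of compounds lying between control limits plus 3 SD, set per campaign, cut at about 8.5% in these data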;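 further: 0% = DMSO-only wells as the low control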
Target sequence (P78536 215-824 limits assumed): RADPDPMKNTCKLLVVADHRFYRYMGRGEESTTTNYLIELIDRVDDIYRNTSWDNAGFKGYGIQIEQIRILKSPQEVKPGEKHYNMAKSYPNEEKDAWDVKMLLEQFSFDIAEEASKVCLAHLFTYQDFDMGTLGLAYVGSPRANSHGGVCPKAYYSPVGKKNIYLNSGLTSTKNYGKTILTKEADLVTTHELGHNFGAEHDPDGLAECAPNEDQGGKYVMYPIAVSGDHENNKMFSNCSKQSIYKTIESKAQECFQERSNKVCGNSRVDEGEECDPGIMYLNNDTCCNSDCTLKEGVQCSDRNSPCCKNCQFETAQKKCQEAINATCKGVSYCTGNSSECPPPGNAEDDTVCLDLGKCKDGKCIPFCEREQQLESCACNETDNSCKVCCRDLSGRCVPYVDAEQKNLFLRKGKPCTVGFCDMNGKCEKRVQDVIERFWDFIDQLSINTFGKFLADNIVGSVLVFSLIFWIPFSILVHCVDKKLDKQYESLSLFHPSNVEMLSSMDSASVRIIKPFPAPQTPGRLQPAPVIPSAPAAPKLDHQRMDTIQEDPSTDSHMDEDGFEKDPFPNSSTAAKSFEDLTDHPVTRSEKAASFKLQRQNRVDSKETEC
DDE Tn6 FP inh: inhibitors of Tn6 peptide binding to human fibrin DD(E); AID 720509; Fibrin DD(E) TRITC-Tn6 fluorescence polarization displacement; 0.21% of 370,000 active; inhibition, % at 8.3 µM; P02675;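 active means inhibition above a per-campaign cutoff: mean of compounds within control limits plus 3 SD, cut at about 15% in these data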;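 further: 0% = median of all compound wells on the plate and 100% = blocking peptide control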
proKLK7 act: activators of human kallikrein-7 zymogen | P49862 | purified proKLK7, EDANS-DABCYL substrate fluorescence; 100% is mature enzyme control, 0% vehicle | activation, % at 7 µM | 0.9% of 370,000 active | AID 652039;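 active means activation above the mean of all tested compounds plus 3 SD, computed per campaign excluding outliers beyond control limits, cut at about 13% in these data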
ADAM10 inh: inhibits human ADAM10 | recombinant ADAM10, EDANS/DABCYL FRET peptide cleavage, 3 h | inhibition, % at 7 µM | 0.62% of 370,000 active | AID 720582;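 active means inhibition above a per-campaign cutoff equal to the mean of compounds falling between control-based bounds plus 3 SD, cut at about 20% in these data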;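 further: 0% = DMSO wells while the 100% control is not disclosed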
ARFGAP1 inhibitor: rat ARFGAP1 inhibition | 0.26% of 360,000 active | AID 651572 | inhibition, % at 16.5 µM | Arfgap1-stimulated ARF1 GTP hydrolysis, GDP FP detection;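 active means inhibition above a per-plate limit, mean inhibition of low control wells plus 3 SD, cut at about 25% in these data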;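 further: 0% = DMSO wells with enzyme and 100% = wells lacking Arfgap1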
Target sequence (Q62848 1-136 limits assumed): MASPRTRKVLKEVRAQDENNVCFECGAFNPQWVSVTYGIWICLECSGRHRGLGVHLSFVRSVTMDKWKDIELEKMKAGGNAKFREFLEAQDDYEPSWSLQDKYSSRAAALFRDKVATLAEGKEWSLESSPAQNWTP
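Assay system: Rat Arfgap1 GAP domain (His6, aa 1-136), purified enzyme | Buffer or medium: HEPES 25 mM pH 7.5, NaCl 150 mM, MgCl2, DTT | Schedule: GTP hydrolysis reaction 2 h at 25 °C | Signal: FP of antibody-bound GDP Alexa 633 tracer, ex 620/em 688 nm | Measure: Percent inhibition of Arfgap1-stimulated GTP hydrolysis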
LEDGF integ inh: blocks HIV-1 LEDGF/p75-dependent DNA integration; 0.64% of 370,000 active; AID 743269; TR-FRET IN-LEDGF/p75 DNA integration, Eu/Cy5; inhibition, % at 3.7 µM;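 active means inhibition above the screen-wide mean plus 3 SD, cut at about 13% in these data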;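 further: signal is the Cy5 over europium emission ratio at 671 and 618 nm; 0% = plate median of compound wells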
PLCg1 inh: inhibitors of human phospholipase C gamma1 | P19174 | purified PLC-gamma1, fluorogenic substrate, fluorescence | inhibition, % at 12.2 µM | 0.84% of 370,000 active | AID 720700; in the data active means inhibition above about 9.5%
TDP2 absorb: TDP2 (human) inhibition, absorbance primary screen; O95551; recombinant TDP2, T5PNP hydrolysis, p-nitrophenol absorbance 415 nm; inhibition, % at 12.8 µM; 0.34% of 370,000 active;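 active means inhibition above the mean of all tested compounds plus 3 SD, set per campaign, cut at about 25% in these data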;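 further: 0% = DMSO with enzyme and 100% = buffer with substrate but no TDP2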
Target sequence (O95551 whole entry, looked up): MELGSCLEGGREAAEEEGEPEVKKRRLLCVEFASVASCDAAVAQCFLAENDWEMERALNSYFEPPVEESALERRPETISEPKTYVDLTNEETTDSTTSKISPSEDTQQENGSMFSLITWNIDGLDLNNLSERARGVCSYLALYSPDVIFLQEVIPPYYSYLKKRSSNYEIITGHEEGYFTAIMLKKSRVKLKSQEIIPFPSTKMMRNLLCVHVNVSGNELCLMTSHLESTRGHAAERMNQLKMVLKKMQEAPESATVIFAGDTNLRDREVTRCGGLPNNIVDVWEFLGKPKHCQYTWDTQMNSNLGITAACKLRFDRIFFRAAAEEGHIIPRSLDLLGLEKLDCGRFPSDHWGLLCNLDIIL
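Assay system: recombinant human TDP2 / Reagent: T5PNP substrate at 5 mM, a TopII-DNA adduct mimic / Measured by: epi absorbance from released p-nitrophenol / Evaluation: % inhibition relative to enzyme-containing and enzyme-free wells / Control set: enzyme-free and DMSO wells / Replicates: each compound tested once, singlicate / Schedule: enzyme reaction with compound for 2 h at 37 °C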
Tn7 DDE FP: inhibitors of Tn7 peptide binding to human fibrin DD(E); P02675; FP displacement of FITC-Tn7 peptide from fibrin DD(E); 0% = median of compound wells per plate; inhibition, % at 8.3 µM; 0.13% of 370,000 active; AID 720508;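 active means inhibition above the mean of compounds falling within the control limits plus 3 SD of them, cut at about 14% in these data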;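 further: 0% = plate median of compound wells and 100% = 10 µM Aha-Tn7 peptide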
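Assay system: Human fibrin DD(E) protein | Medium: Tris buffer with calcium and detergent, pH 7.8 | Reagent: 0.1 µM fluorescent Tn7 | Compound dosing: Single point at 8.3 µM | Times: 10 min preincubation, 3 h with tracer, room temperature | Detection: Fluorescence polarization of the labelled Tn7 tracer | Controls: Aha-Tn7 high control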
ASAP1 GAP inh: ASAP1 ArfGAP inhibition. inhibition, % at 16.5 µM. ASAP1-stimulated ARF1 GTP hydrolysis, GDP FP detection. 0.19% of 360,000 active. Q9ULH1; in the data active means inhibition above about 25%;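 further: 0% = vehicle with enzyme and substrate and 100% = no enzyme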
* = called active by the depositor; · = no result given.

(1) CCN(CC(=O)Nc1c(F)cccc1F)C(=O)CN1C(=O)NC2(CCCC2)C1=O
(2) COC(=O)C[C@H]1C=C[C@@H](NS(=O)(=O)c2ccccc2)[C@@H](CO)O1
(3) O=C1C2C3CC(C(Br)C3Br)C2C(=O)N1c1ccccn1 (centres undefined)
(4) COC(=O)c1sc2nc(CN3CCN(c4ccc(OC)cc4)CC3)[nH]c(=O)c2c1C
(5) C[C@H](NC(=O)c1ccccc1Cl)C(=O)NCCc1ccc(S(N)(=O)=O)cc1
(6) CC(=O)c1cc(-c2ccccc2)c(=O)n2c1CCC2
entry no.,1,2,3,4,5,6
ADAM17 inh,-3,-3,-6,0,-1,-1
DDE Tn6 FP inh,-2,-3,1,0,-2,-5
proKLK7 act,0.1,0.3,-0.2,0.1,0.4,0.6
ADAM10 inh,-9,-5,-6,3,-5,-8
ARFGAP1 inhibitor,-2,-9,3,9,-8,·
LEDGF integ inh,-4,-2,4,0,-5,-1
PLCg1 inh,2,0,2,3,-2,0
TDP2 absorb,4,12,-7,-15,5,-2
Tn7 DDE FP,6,4,-6,12,-2,7
ASAP1 GAP inh,3,4,-7,-9,-8,·

(7) COc1ccc2nc(NC(=O)Cn3cnc4c(=O)n(C)c(=O)n(C)c43)sc2c1
(8) CCCCCC(N)=O
(9) O=c1cc(CSc2ccc(Cl)cc2)nc(-c2ccccc2)[nH]1
(10) Cc1ccc(C(=O)CSc2nnc(-c3ccccc3)o2)cc1
(11) O=C(NCc1ccccc1)C1=C[C@H](C2CCCCC2)C[C@H](OCc2ccc(CO)cc2)O1
(12) O=C(NCCNC(=O)c1ccc(Cl)cc1Cl)c1cnccn1
entry no.,7,8,9,10,11,12
ADAM17 inh,3,1,2,-6,3,-5
DDE Tn6 FP inh,-8,-9,-1,0,0,-4
proKLK7 act,0.6,0.8,0.2,-0.5,0.3,-0.6
ADAM10 inh,1,-2,-4,-2,-3,-9
ARFGAP1 inhibitor,10,-22,2,4,-3,18
LEDGF integ inh,2,1,4,-3,3,1
PLCg1 inh,5,1,1,-1,6,3
TDP2 absorb,-13,8,12,1,-8,0
Tn7 DDE FP,-2,-2,5,2,-3,-6
ASAP1 GAP inh,-2,-10,-13,-1,12,3

(13) CC(CCc1ccccc1)NC(=O)CNC(=O)COc1ccccc1 (centres undefined)
(14) Cn1c(Cc2csc(N)n2)nnc1SCC(=O)NC1CCCCC1
(15) CCn1c(=S)sc2c(=O)n(CC(=O)Nc3cccc(Br)c3)c(C)nc21
(16) O=C(CC1C(=O)NCCN1Cc1c(F)cccc1Cl)NC1CCCC1 (centres undefined)
(17) CC(=O)Nc1ccc(NC(=O)COC(=O)/C(=C/c2ccccc2)n2nnnc2C)cc1
(18) O=C(c1cccc(S(=O)(=O)N2CCc3ccccc32)c1)N1CCN(c2ccccc2)CC1
entry no.,13,14,15,16,17,18
ADAM17 inh,-2,0,4,0,-3,1
DDE Tn6 FP inh,4,3,0,-2,8,-1
proKLK7 act,1.1,-0.3,0.0,0.4,0.0,0.4
ADAM10 inh,4,4,14,3,-3,6
ARFGAP1 inhibitor,4,12,3,-5,8,-2
LEDGF integ inh,-1,2,-2,0,3,-5
PLCg1 inh,0,-4,4,-4,2,-3
TDP2 absorb,13,7,2,-1,-3,-5
Tn7 DDE FP,-12,4,4,0,2,4
ASAP1 GAP inh,6,0,-11,5,-12,-3

Reprinted, nos. 11 to 18
(11) O=C(NCc1ccccc1)C1=C[C@H](C2CCCCC2)C[C@H](OCc2ccc(CO)cc2)O1
(12) O=C(NCCNC(=O)c1ccc(Cl)cc1Cl)c1cnccn1
(13) CC(CCc1ccccc1)NC(=O)CNC(=O)COc1ccccc1 (centres undefined)
(14) Cn1c(Cc2csc(N)n2)nnc1SCC(=O)NC1CCCCC1
(15) CCn1c(=S)sc2c(=O)n(CC(=O)Nc3cccc(Br)c3)c(C)nc21
(16) O=C(CC1C(=O)NCCN1Cc1c(F)cccc1Cl)NC1CCCC1 (centres undefined)
(17) CC(=O)Nc1ccc(NC(=O)COC(=O)/C(=C/c2ccccc2)n2nnnc2C)cc1
(18) O=C(c1cccc(S(=O)(=O)N2CCc3ccccc32)c1)N1CCN(c2ccccc2)CC1
entry no.,11,12,13,14,15,16,17,18
ADAM17 inh,3,-5,-2,0,4,0,-3,1
DDE Tn6 FP inh,0,-4,4,3,0,-2,8,-1
proKLK7 act,0.3,-0.6,1.1,-0.3,0.0,0.4,0.0,0.4
ADAM10 inh,-3,-9,4,4,14,3,-3,6
ARFGAP1 inhibitor,-3,18,4,12,3,-5,8,-2
LEDGF integ inh,3,1,-1,2,-2,0,3,-5
PLCg1 inh,6,3,0,-4,4,-4,2,-3
TDP2 absorb,-8,0,13,7,2,-1,-3,-5
Tn7 DDE FP,-3,-6,-12,4,4,0,2,4
ASAP1 GAP inh,12,3,6,0,-11,5,-12,-3

Remaining list, next part:
(19) O=C1OC[C@@H]2CCCN2C(=O)[C@@H](CC(=O)N(CCO)Cc2ccccc2)C/C=C\CC[C@H]1Cc1ccc(F)cc1
(20) O=c1[nH]c2ccccc2nc1/C=C/c1ccc(O)cc1
(21) CCN1CCN(CCCNC(=O)CNC(=O)c2nn(-c3ccc(OC)cc3OC)c(=O)c3ccccc23)CC1
(22) CCCc1cc2c(cc1NC(=O)c1ccc(C)cc1)OCO2
(23) COCCCNc1ncnc2sc3c(c12)CCC(C)C3 (centres undefined)
(24) CCOC(=O)c1sc(N2C(=O)C(O)=C(C(=O)c3ccco3)C2c2ccc([N+](=O)[O-])cc2)nc1C (centres undefined)
entry no.,19,20,21,22,23,24
ADAM17 inh,1,-14,3,-2,-5,4
DDE Tn6 FP inh,-1,-11,2,6,-6,-10
proKLK7 act,-0.1,4.9,0.2,0.7,0.8,-0.2
ADAM10 inh,8,-28,5,1,-20,9
ARFGAP1 inhibitor,3,-7,2,-15,-5,-9
LEDGF integ inh,0,2,3,-1,-2,-1
PLCg1 inh,4,-392,-2,1,-2,-9
TDP2 absorb,-9,-7,-26,9,2,-2
Tn7 DDE FP,0,-5,-5,8,5,-4
ASAP1 GAP inh,-2,0,10,-2,5,3

(25) Cc1ccccc1-c1nc(-c2ccc(NC(=O)c3ccc(Br)o3)cc2)no1
(26) Cc1c(C(=O)NCCSc2ccc(Cl)cc2)cccc1[N+](=O)[O-]
(27) O=C(O)CN1CCN(Cc2ccccc2Cl)C1=O
(28) CC1=C(C)CC(C(=O)Nc2nccs2)C(C(=O)O)C1 (centres undefined)
(29) CCN1CCCCC(NC(C)=O)C1=O (centres undefined)
(30) Cc1ccc(C2C3=C(CCCC3=O)Nc3nc(SCC(=O)NCc4ccco4)[nH]c(=O)c32)cc1 (centres undefined)
entry no.,25,26,27,28,29,30
ADAM17 inh,-5,2,-3,3,-10,-102
DDE Tn6 FP inh,-10,-5,3,-4,-5,1
proKLK7 act,0.2,0.2,0.0,0.6,0.1,6.6
ADAM10 inh,6,2,5,7,-23,-399
ARFGAP1 inhibitor,-1,11,-10,5,·,8
LEDGF integ inh,-5,-1,-7,1,-4,-1
PLCg1 inh,-2,0,1,0,3,-135
TDP2 absorb,11,-8,-6,-3,-3,-6
Tn7 DDE FP,4,-3,2,-4,1,-1
ASAP1 GAP inh,4,11,-7,-1,·,-19

(31) CN1CCc2c(sc(NC(=O)Cc3ccccc3)c2C(N)=O)C1
(32) CN1CCN(c2cc(-c3ccc4ccccc4c3)nc3ccnn23)CC1
(33) CC(=O)C1=C(C)Nc2ncnn2C1c1ccc(O)cc1 (centres undefined)
(34) Cc1nc(NC(=O)C2CC2)sc1C(=O)Nc1ccc(Br)cc1
(35) COc1ccc(C)cc1S(=O)(=O)N1CCC(C)CC1
(36) O=C(NCc1ccccn1)c1ccc(NS(=O)(=O)c2ccccc2)cc1
entry no.,31,32,33,34,35,36
ADAM17 inh,-34,-70,1,4,0,1
DDE Tn6 FP inh,1,5,-2,-3,-5,1
proKLK7 act,-0.2,-3.7,-0.4,0.4,0.3,0.6
ADAM10 inh,-132,-252,-6,18,-3,-5
ARFGAP1 inhibitor,-11,-6,12,-2,5,13
LEDGF integ inh,-2,1,-3,2,-3,-1
PLCg1 inh,-14,-175,0,6,-1,0
TDP2 absorb,-2,6,12,-17,0,-4
Tn7 DDE FP,7,-1,4,6,4,1
ASAP1 GAP inh,9,-4,-15,-16,-1,5

(37) COc1ccc(NC(=O)c2cc3c(=O)n(C)c4ccccc4c3n2C)cc1Cl
(38) CCOC(=O)N1CCN(C(=O)C[C@@H]2C[C@@]3(C(=O)OC)CCCCC=C3N(CCC3=CCCCC3)C2=O)CC1
(39) CC(C)C(OC(=O)c1cccc(S(=O)(=O)NCC(F)(F)F)c1)C(=O)NC(N)=O (centres undefined)
(40) Cc1ccc2c(c1)S/C(=C\c1cccc[n+]1C)N2CCO
(41) CCN(CC)C(=O)C1CCCN(C(=O)Nc2ccc(NC(=O)N3CCCC(C(=O)N(CC)CC)C3)cc2)C1 (centres undefined)
(42) CCOc1ccc2ccccc2c1C(=O)NCC(c1ccc(N(C)C)cc1)N(C)C (centres undefined)
entry no.,37,38,39,40,41,42
ADAM17 inh,-2,4,-1,-2,2,3
DDE Tn6 FP inh,-4,5,-4,-5,-1,-5
proKLK7 act,0.0,0.0,-0.1,-0.3,0.1,-0.9
ADAM10 inh,-4,3,5,8,7,-12
ARFGAP1 inhibitor,-2,-3,8,10,0,3
LEDGF integ inh,0,5,0,1,-2,-2
PLCg1 inh,0,2,0,1,0,3
TDP2 absorb,16,-13,11,-8,-15,-4
Tn7 DDE FP,-6,-12,2,3,-1,-6
ASAP1 GAP inh,-3,10,-13,-10,2,6

(43) CCN1CCN(C(=O)/C=C\C(=O)O)CC1
(44) CCO[C@@H]1OC(C(=O)N2CCOCC2)=C[C@H](C2CCCCC2)[C@H]1CCCO
(45) COc1ccc(NC(=O)c2cc(C3CCCCN3S(=O)(=O)c3c(C)noc3C)on2)c(C)c1 (centres undefined)
(46) CC(NC(=O)Cn1c(=O)[nH]c2ccsc2c1=O)C12CC3CC(CC(C3)C1)C2 (centres undefined)
(47) COc1ccc(S(=O)(=O)NCCc2c[nH]c3ccc(C)cc23)cc1
(48) OC[C@@H]1CN(CCN2CCOCC2)C[C@H](n2cnc3c(N4CCCC4)ncnc32)O1
entry no.,43,44,45,46,47,48
ADAM17 inh,-6,-1,-2,-3,-2,-5
DDE Tn6 FP inh,-3,0,0,-11,1,0
proKLK7 act,-0.1,-0.1,-0.2,0.9,-0.1,0.5
ADAM10 inh,-11,3,-1,3,12,-9
ARFGAP1 inhibitor,-2,-2,3,3,-5,-6
LEDGF integ inh,-1,-2,1,-1,2,-2
PLCg1 inh,0,2,3,1,-1,-3
TDP2 absorb,8,2,11,6,0,5
Tn7 DDE FP,-2,0,3,4,-5,1
ASAP1 GAP inh,0,10,8,-5,15,-5
